Source: PubChem BioAssay
Yeast tox: yeast growth toxicity, wild-type and mutant, primary screen, cytotoxicity control for eIF2B function restoration project, wild-type and eIF2Bepsilon R284H mutant, A595; S. cerevisiae wild-type growth, A595 turbidity, 16 h; growth inhibition, % at 25 µM (by protocol); 30,000 tested, 0.3% active;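 active = mutant and wild-type yeast strains alike exhibit over 30% growth inhibition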;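 also: 0% = untreated cell controls and 100% = YPD media blanks without cells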
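System: S. cerevisiae wild-type or eIF2Bepsilon-R284H mutant strain; times: 16 h growth with compound, 30 °C; signal: absorbance at 595 nm (turbidity); measure: growth inhibition (%) versus cell controls and blanks; compound: 25 µM single dose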
Yeast eIF2B: GCN4-lacZ reporter reduction in eIF2B-epsilon mutant yeast, primary screen, S. cerevisiae, eIF2B-epsilon R284H, Beta-Glo luminescence; inhibition, % at 25 µM (by protocol); 27,000 tested, 0.91% active; AID 688, 2007;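 active = mutant luminescence inhibited past about 50% while wild type luminescence and mutant growth stay under set limits, limit read from the data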; also: some compounds called inactive have numbers as strong as hits
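material = yeast eIF2B-epsilon R284H mutant carrying GCN4–beta-galactosidase fusion | schedule = 16 h growth with compound at 30 °C, 90 min Beta-Glo step | measured by = luminescence and A595 | compound dosing = one concentration, 25 µM, 0.25% DMSO | read-out basis = % inhibition of reporter signal and growth versus controls | buffer or medium = YPD medium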
Yeast tox inhibition %: further read-out of Yeast tox, marked with its call; growth inhibition, %; S. cerevisiae eIF2Bepsilon-R284H mutant growth, A595 turbidity, 16 h;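 each compound tested once at 25 µM; 0% equals untreated cells and 100% equals cell-free medium blanks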
Yeast eIF2B mutant toxicity: second read-out of Yeast eIF2B, no call of its own (marks repeat the call); growth inhibition, %; measured here: mutant yeast growth, toxicity;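 each compound tested once at 25 µM; zero equals untreated control growth and 100 equals blank medium absorbance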
* = called active by the depositor; · = no result given. An excerpt; count on the stated rates, not on these rows.

nr	Molecule	Yeast tox	Yeast tox inhibition %
1	COc1ccc(N2CCN(C(CNC(=O)Oc3ccccc3)c3cccnc3)CC2)cc1 (stereo not given)	5.5	16.7
2	CCCCCn1c(=O)c(C(=O)NCc2ccncc2)c(O)c2ccccc21	-18.0	-10.3
3	Cc1ccc2c(c1)CC1(CN2C)C(=O)NC(=O)N(c2ccccc2C)C1=O (stereo not given)	7.9	6.7
4	Cn1cccc1CNCCc1ccc(F)cc1	·	·
5	CC1CN=C(NCc2ccncc2)S1 (stereo not given)	19.1	4.5
6	CCC(=NCCC1=CCCCC1)c1c(O)[nH]c(=O)[nH]c1=O	-2.1	8.3
7	CCN1CCN(C(=O)COc2ccc(S(=O)(=O)NC(C)C)cc2)CC1	-8.6	-8.3
8	COc1ccc(Br)cc1CN1CCN(CCO)CC1	-2.2	10.5
9	COc1ccc(CN2C(=O)CC(=O)NC2=O)cc1	6.8	12.0
10	CCCCn1c(O)c(C(C)=Nc2c(C)n(C)n(-c3ccccc3)c2=O)c(=O)[nH]c1=O	3.2	7.4

nr	Yeast eIF2B	Yeast eIF2B mutant toxicity
1	26.4	16.7
2	18.6	-10.3
3	5.6	6.7
4	16.1	·
5	20.6	4.5
6	19.9	8.3
7	16.0	-8.3
8	15.0	10.5
9	15.7	12.0
10	17.0	7.4

Next entries follow:
nr	Molecule	Yeast tox	Yeast tox inhibition %
11	O=C(CCN1C(=O)COc2ccccc21)N1CCC2(CC1)OCCO2	10.4	6.9
12	NC(=O)Nc1cccc(C(F)(F)F)c1	12.9	-5.4
13	O=C(N/N=C1/CN2CCC1CC2)c1cccc(O)c1	6.5	15.0
14	COC(=O)CC1=C(C(=O)OC)C2(C(=O)Nc3c(C)cccc32)C(C#N)=C(N)O1 (stereo not given)	29.5	-3.9
15	Cc1cccc(OC(=O)N2CCOCC2)c1	8.2	6.8
16	Cc1cc(C=O)c(C)n1C1CCCCC1	17.3	13.5
17	O=C(Cn1ncc2c3ccccc3n(Cc3ccc(F)cc3)c2c1=O)N1CCC2(CC1)OCCO2	15.1	-8.3
18	Cc1cccc(N=Cc2c(O)n(-c3ccccc3C)c(=O)[nH]c2=O)c1	22.3	17.6
19	CCN(CC)CCCOC(=O)C(OC)(c1ccccc1)c1ccccc1	10.2	12.9
20	O=C(Cn1ncc2ccsc2c1=O)N1CCC2(CC1)OCCO2	39.6	3.6

nr	Yeast eIF2B	Yeast eIF2B mutant toxicity
11	14.1	6.9
12	15.6	-5.4
13	17.5	15.0
14	21.9	-3.9
15	38.5	6.8
16	11.8	13.5
17	27.4	-8.3
18	16.9	17.6
19	14.2	12.9
20	18.6	3.6

Later entries.
nr	Molecule	Yeast tox	Yeast tox inhibition %
21	OC1(c2cccnc2)CC2CCC(C1)N2Cc1nnnn1Cc1ccccc1 (stereo not given)	-10.5	-7.1
22	O=C(NC[P+](=O)O)OCc1ccccc1	4.6	13.8
23	COC(=O)C(O)(c1cn(C)c2ccccc12)C(F)(F)F (stereo not given)	0.8	29.0
24	CN1CCN(Cc2cc(C(C)(C)C)c(O)c(C(C)(C)C)c2)CC1	-6.2	23.1
25	Cc1cccc(CN2CCN(CC(=O)N3CCC4(CC3)OCCO4)C2=O)c1	1.9	17.5
26	CCCCn1c(N)c(C(=O)NCc2cccs2)c2nc3ccccc3nc21	3.3	-19.1
27	CC(=O)c1c(C)n(CCCOC(C)C)c2ccc(O)cc12	-3.6	-10.3
28	Cc1ccc(CCN2CC(C(=O)N3CCC4(CC3)OCCO4)CC2=O)cc1 (stereo not given)	5.3	19.4
29	CCOC(=O)C1C(=O)NC23CCCC2C1c1ccccc1O3 (stereo not given)	-0.8	16.1
30	COC(=O)c1ccccc1OP1(=O)COc2ccccc2OC1	16.2	11.5

nr	Yeast eIF2B	Yeast eIF2B mutant toxicity
21	·	·
22	18.0	13.8
23	24.3	29.0
24	·	·
25	·	·
26	-5.7	-19.1
27	16.8	-10.3
28	22.5	19.4
29	-9.5	16.1
30	-27.4	11.5

Part of the list above in order of number of heavy atoms, ascending.
nr	Molecule	Yeast tox	Yeast tox inhibition %
12	NC(=O)Nc1cccc(C(F)(F)F)c1	12.9	-5.4
16	Cc1cc(C=O)c(C)n1C1CCCCC1	17.3	13.5
15	Cc1cccc(OC(=O)N2CCOCC2)c1	8.2	6.8
9	COc1ccc(CN2C(=O)CC(=O)NC2=O)cc1	6.8	12.0
13	O=C(N/N=C1/CN2CCC1CC2)c1cccc(O)c1	6.5	15.0
23	COC(=O)C(O)(c1cn(C)c2ccccc12)C(F)(F)F (stereo not given)	0.8	29.0
27	CC(=O)c1c(C)n(CCCOC(C)C)c2ccc(O)cc12	-3.6	-10.3
29	CCOC(=O)C1C(=O)NC23CCCC2C1c1ccccc1O3 (stereo not given)	-0.8	16.1
20	O=C(Cn1ncc2ccsc2c1=O)N1CCC2(CC1)OCCO2	39.6	3.6
18	Cc1cccc(N=Cc2c(O)n(-c3ccccc3C)c(=O)[nH]c2=O)c1	22.3	17.6
19	CCN(CC)CCCOC(=O)C(OC)(c1ccccc1)c1ccccc1	10.2	12.9
26	CCCCn1c(N)c(C(=O)NCc2cccs2)c2nc3ccccc3nc21	3.3	-19.1

nr	Yeast eIF2B	Yeast eIF2B mutant toxicity
12	15.6	-5.4
16	11.8	13.5
15	38.5	6.8
9	15.7	12.0
13	17.5	15.0
23	24.3	29.0
27	16.8	-10.3
29	-9.5	16.1
20	18.6	3.6
18	16.9	17.6
19	14.2	12.9
26	-5.7	-19.1

nr	Molecule	Yeast tox	Yeast tox inhibition %
14	COC(=O)CC1=C(C(=O)OC)C2(C(=O)Nc3c(C)cccc32)C(C#N)=C(N)O1 (stereo not given)	29.5	-3.9
10	CCCCn1c(O)c(C(C)=Nc2c(C)n(C)n(-c3ccccc3)c2=O)c(=O)[nH]c1=O	3.2	7.4
17	O=C(Cn1ncc2c3ccccc3n(Cc3ccc(F)cc3)c2c1=O)N1CCC2(CC1)OCCO2	15.1	-8.3

nr	Yeast eIF2B	Yeast eIF2B mutant toxicity
14	21.9	-3.9
10	17.0	7.4
17	27.4	-8.3

Further compounds
nr	Molecule	Yeast tox	Yeast tox inhibition %
31	O=C1C2CCN(CC2)[C@@H]1Cc1ccc2ccccc2c1O	·	·
32	CC(=Nc1ccc2c(c1)CCC2)c1c(O)n(C2CCCCC2)c(=O)[nH]c1=O	-6.0	3.3
33	NS(=O)(=O)c1ccc(N=Cc2c(O)n(C3CCCCC3)c(=O)n(C3CCCCC3)c2=O)cc1	8.8	-5.3
34	C=CCC1(CN2CCCC2=O)C(=O)NC(=O)NC1=O	0.7	18.5
35	CCN1CCN(Cc2cc(Br)cc(OC)c2O)CC1	3.6	10.0
36	CCCC1COC(Cn2cncn2)(c2ccc(Cl)cc2Cl)O1 (stereo not given)	·	·
37	COC(=O)CC1NC2CCCCC2NC1=O (stereo not given)	4.3	3.9
38	CCCCCCOC(=O)c1ccccc1N	2.6	3.7
39	CCN1CCN(C(=O)COc2ccc3c(c2)C(=O)CC2(CCN(C(C)=O)CC2)O3)CC1	27.3	16.2
40	CCC(=NCc1ccc2c(c1)OCO2)c1c(O)n(C)c(=O)n(C)c1=O	19.2	8.0

nr	Yeast eIF2B	Yeast eIF2B mutant toxicity
31	2.6	·
32	-26.1	3.3
33	12.1	-5.3
34	·	·
35	11.1	10.0
36	92.7	85.0
37	-3.6	3.9
38	16.7	3.7
39	26.2	16.2
40	17.3	8.0

Further records:
nr	Molecule	Yeast tox	Yeast tox inhibition %
41	Cc1cc2c(C(F)(F)F)cc(=O)oc2c2c1NCCC2	13.6	-6.9
42	CN(C)P1(N(C)C)=Nc2c(c(N)nn2C)C(c2ccccc2)=N1	14.0	-3.5
43	Cc1cc(C=O)c(C)n1CC1CCCO1 (stereo not given)	8.6	15.6
44	CCC(=NCCCN(CC)CC)c1c(O)n(-c2ccccc2)c(=O)[nH]c1=O	17.8	-12.0
45	CC(=O)Nc1ccccc1OP1(=O)COc2ccccc2OC1	12.9	16.7
46	CS(=O)(=O)N1CCCC(C(=O)N2CCC3(CC2)OCCO3)C1 (stereo not given)	-35.3	0.0
47	COC(=O)C(O)(c1ccc(N(C)C(=O)OC(C)C)cc1)C(F)(F)F (stereo not given)	-8.8	5.0
48	CCCC(C)n1[nH]c(=O)c2c1NC(=O)CSC2c1ccc(OC)cc1 (stereo not given)	8.6	23.9
49	C=CCn1c(O)c(C(CC)=Nc2cc(OC)ccc2OC)c(=O)[nH]c1=O	6.7	0.0
50	O=C1CN(C(=O)CN2CCCCC2)C(c2ccccc2)c2cc(Br)ccc2N1 (stereo not given)	21.2	22.7

nr	Yeast eIF2B	Yeast eIF2B mutant toxicity
41	20.0	-6.9
42	22.3	-3.5
43	·	·
44	16.9	-12.0
45	24.4	16.7
46	-5.4	·
47	5.6	5.0
48	·	·
49	-17.6	·
50	-45.0	22.7

More records follow.
nr	Molecule	Yeast tox	Yeast tox inhibition %
51	O=C(C1CC(=O)N(c2ccc(F)c(Cl)c2)C1)N1CCC2(CC1)OCCO2 (stereo not given)	13.3	6.9
52	CCC(=NCCc1ccccc1)c1c(O)n(C2CCCCC2)c(=O)[nH]c1=O	-10.3	-15.0
53	CCCCCCn1c(O)c(C=Nc2c(C)n(C)n(-c3ccccc3)c2=O)c(=O)[nH]c1=O	1.3	3.6
54	O=C(Cc1ccccc1)N1CCN(Cc2ccccn2)CC1	·	·
55	COc1ccc(C2SCC(=O)Nc3c2c(C)nn3-c2ccccc2)cc1 (stereo not given)	11.0	5.1
56	CCOc1ccccc1N1C(=O)NC(=O)C(CCc2ccncc2)(CCc2ccncc2)C1=O	-5.2	-8.3
57	Cc1ccccc1C1=NCC(=S)Nc2ccc(Cl)cc21	4.5	8.7
58	CCOc1ccc(-n2c(O)c(C=Nc3ccc(N(CC)CC)cc3)c(=O)[nH]c2=O)cc1	3.1	-10.7
59	O=C(CN1CCOCC1)NCC(=O)Nc1ccc(Br)cc1C(=O)c1ccccc1	4.4	8.1
60	O=P(c1ccccc1)(c1nc2ccccc2s1)N1CCOCC1 (stereo not given)	14.5	-20.0
61	CCOC(=O)c1c(C)c(P(=S)(N2CCOCC2)N2CCOCC2)n(C)c1C	·	·
62	COC(=O)C1=C(N)OC(C)=C(C(C)=O)C12C(=O)N(C)c1ccccc12 (stereo not given)	0.5	0.0
63	CN(C)C(=O)Oc1cccc(NC(=O)N2CCOCC2)c1	1.4	-16.7

nr	Yeast eIF2B	Yeast eIF2B mutant toxicity
51	23.8	6.9
52	18.0	-15.0
53	20.4	3.6
54	-7.0	·
55	·	·
56	·	·
57	9.9	8.7
58	14.9	-10.7
59	16.9	8.1
60	30.2	-20.0
61	6.7	·
62	21.8	·
63	·	·

Quoted at random: 3 records from the list
nr	Molecule	Yeast tox	Yeast tox inhibition %
6	CCC(=NCCC1=CCCCC1)c1c(O)[nH]c(=O)[nH]c1=O	-2.1	8.3
1	COc1ccc(N2CCN(C(CNC(=O)Oc3ccccc3)c3cccnc3)CC2)cc1 (stereo not given)	5.5	16.7
7	CCN1CCN(C(=O)COc2ccc(S(=O)(=O)NC(C)C)cc2)CC1	-8.6	-8.3

nr	Yeast eIF2B	Yeast eIF2B mutant toxicity
6	19.9	8.3
1	26.4	16.7
7	16.0	-8.3
